# From PubChem
# NPYLR7 ag – agonists of mosquito NPYLR7 receptor, primary screen, cell-based, Aedes aegypti, calcium fluorescence, mosquito biting behavior | Aedes aegypti neuropeptide Y-like receptor 7 (NPYLR7) | 270,000 compounds, 0.15% hits | activation, % at 10 µM | AID 1259423, 2018 | HEK293T NPYLR7/Galpha15, GCaMP6s calcium fluorescence; in the data active = activation above about 40%;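 also: 0% = vehicle and 100% = reference agonist at the receptor; some compounds past the cut are filed as inactive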
# hcGAS inh – Primary biochemical luminescence assay for human cyclic GMP-AMP synthase inhibitors; Q8N884; recombinant h-cGAS, ATP depletion, Kinase-Glo luminescence; inhibition, % at 12.5 µM; 290,000 compounds, 0.081% hits;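 also: 0% = vehicle reaction and 100% = reaction without DNA for no activity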
# Target sequence (Q8N884 whole entry, looked up): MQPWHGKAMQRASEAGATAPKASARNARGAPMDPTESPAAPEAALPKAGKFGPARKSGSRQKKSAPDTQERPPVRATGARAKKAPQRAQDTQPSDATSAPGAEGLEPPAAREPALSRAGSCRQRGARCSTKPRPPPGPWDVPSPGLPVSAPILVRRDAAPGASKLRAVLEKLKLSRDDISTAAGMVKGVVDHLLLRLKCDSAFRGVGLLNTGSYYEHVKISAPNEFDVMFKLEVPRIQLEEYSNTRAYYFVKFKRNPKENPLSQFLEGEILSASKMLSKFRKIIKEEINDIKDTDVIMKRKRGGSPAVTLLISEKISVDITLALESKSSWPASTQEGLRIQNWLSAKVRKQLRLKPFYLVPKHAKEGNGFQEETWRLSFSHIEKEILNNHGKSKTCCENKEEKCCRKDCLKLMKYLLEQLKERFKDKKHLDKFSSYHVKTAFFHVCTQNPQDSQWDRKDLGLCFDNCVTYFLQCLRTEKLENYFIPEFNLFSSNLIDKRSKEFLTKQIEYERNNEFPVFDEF
# mcGAS lum – cyclic GMP-AMP synthase inhibitors, mouse, primary biochemical chemiluminescence; Q8C6L5; recombinant cGAS, Kinase-Glo ATP depletion luminescence; inhibition, % at 12.5 µM; 160,000 compounds, 0.15% hits; AID 1259399, 2018;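 also: 0% = negative control wells and 100% = reference inhibitor with no enzyme activity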
# The depositor's hits bear a star; / = not tested or not shown; & = joins results of further samples. Rule as the data show it, unless noted: active = inhibition above about 40%; inactive = the rest.
SMILES,NPYLR7 ag,hcGAS inh,mcGAS lum
Cc1ccc(CN(Cc2ccc3c(c2)OCO3)C(=O)CN(CC2CCCO2)C(=O)Nc2cccc(Cl)c2Cl)o1 (stereo not given),/,-3,-5
O=C(Cn1cc(OCc2ccc(F)cc2)c(=O)cc1CO)NCCc1ccccc1,-1,-12,-4
CC(C)c1noc(C(C)N2CCN(c3ncnc4[nH]ccc34)CC2)n1 (stereo not given),2,-11,/
Cc1noc(CCNC(=O)c2ccc(Br)c(S(=O)(=O)N(C)C)c2)n1,10,-6,/
COc1ccc(-c2nn(CC(=O)N3CCCc4ccccc43)c(=O)c3nc(C)sc23)cc1,2,5,-6
O=S(=O)(c1ccc(Cl)cc1)c1cnc2cc3c(cc2c1N1CCCCC1)OCCO3,2,-2,-3
O=S(=O)(NCCOc1ccc(-c2ccccc2)nn1)c1ccccc1C(F)(F)F,-8,-6,-6
N#Cc1cccc(NNC(=O)NCCc2ccc(F)cc2)c1,2,-4,/
CCNc1nnc(S(=O)(=O)Cc2c(C)cc(C(C)(C)C)cc2C)s1,11,-11,/
Cc1ccc(C(=O)NC23CC4CC(CC(C4)C2)C3)cc1Cl,-7,-8,-5
O=C(O)/C(=C/c1ccco1)n1nnnc1-c1ccccc1,3,-6,/
FC(F)(F)c1ccc(Cl)c(-n2c(C3C4CCCCC43)n[nH]c2=S)c1 (stereo not given),-8,-6,/
O=C1CCCN1Cc1nc(C2(c3ccccc3)CC2)no1,14,-3,/
Cc1cccc(C(=O)Nc2cccc(-c3nc4cc(Cl)ccc4o3)c2)c1,-1,-4,-5
COc1cc(-c2ccnc(N3CCN(S(=O)(=O)c4ccccc4C(F)(F)F)CC3)n2)cc(OC)c1OC,7,4,3

# Individual results from the list:
# `O=S(=O)(c1ccc(Cl)cc1)c1cnc2cc3c(cc2c1N1CCCCC1)OCCO3` in mcGAS lum: -3
# `CCNc1nnc(S(=O)(=O)Cc2c(C)cc(C(C)(C)C)cc2C)s1` in hcGAS inh: -11
# `COc1cc(-c2ccnc(N3CCN(S(=O)(=O)c4ccccc4C(F)(F)F)CC3)n2)cc(OC)c1OC` in mcGAS lum: 3
# `Cc1ccc(CN(Cc2ccc3c(c2)OCO3)C(=O)CN(CC2CCCO2)C(=O)Nc2cccc(Cl)c2Cl)o1` (stereo not given) in mcGAS lum: -5
# `O=C(O)/C(=C/c1ccco1)n1nnnc1-c1ccccc1` in hcGAS inh: -6
# `Cc1cccc(C(=O)Nc2cccc(-c3nc4cc(Cl)ccc4o3)c2)c1` in NPYLR7 ag: -1

# Additional structures follow:
SMILES,NPYLR7 ag,hcGAS inh,mcGAS lum
COc1cccc(-c2cncc(CN(C)Cc3ccco3)c2)c1,3,-5,/
COc1ccc2cc(C(C)C(=O)N(CC3CCCO3)C3CCS(=O)(=O)C3)ccc2c1 (stereo not given),2,4,-3
CC1CC(Sc2ncc(-c3ccccc3)[nH]2)C(=O)O1 (stereo not given),1,-4,/
Cc1ccccc1SCC(=O)N1CCCC2(CN(C)C(=O)O2)C1 (stereo not given),4,-4,/
N#Cc1c(-c2ccco2)[nH]c(=S)[nH]c1=O,-6,9,/
CCOC(=O)N1CCN(C(c2ccc(Cl)cc2)c2c(O)cc(C)n(CC)c2=O)CC1 (stereo not given),12,0,/
CC1Sc2ccc(C#N)cc2N(Cc2ccc(F)cc2)C1=O (stereo not given),-4,18,/
COc1ccc(OC)c2sc(N(Cc3ccccc3)C(=O)CCS(=O)(=O)c3ccccc3)nc12,0,-2,-6
Cc1nn(-c2ccccc2)c2[nH]cc(C(=O)N3CCCc4ccccc43)c(=O)c12,7,-9,-9
OCc1ccc(CN2CCOC(Cc3cccc(F)c3)C2)o1 (stereo not given),18,-9,/
COc1cc(NC(=O)Cn2nc([N+](=O)[O-])c(Br)c2C)c(OC)cc1Cl,0,2,2
CCOC(=O)C1CCN(C(c2ccc(OCC)c(OC)c2)C2Sc3nc(C)nn3C2=O)CC1 (stereo not given),-1,-7,-8
c1coc(-c2nnc(CN3CCOC(CC4CCCCC4)C3)o2)c1 (stereo not given),6,-6,-17
CCOC(=O)CC(C)NC(=S)N1CCCC(C(=O)N(CC)CC)C1 (stereo not given),-7,-1,-1
CCOC(=O)Cc1csc(SC2CCOC2=O)n1 (stereo not given),2,-8,/

# Random excerpt: seven records from the list, in no set order.
SMILES,NPYLR7 ag,hcGAS inh,mcGAS lum
CCOC(=O)Cc1csc(SC2CCOC2=O)n1 (stereo not given),2,-8,/
c1coc(-c2nnc(CN3CCOC(CC4CCCCC4)C3)o2)c1 (stereo not given),6,-6,-17
Cc1nn(-c2ccccc2)c2[nH]cc(C(=O)N3CCCc4ccccc43)c(=O)c12,7,-9,-9
CC1CC(Sc2ncc(-c3ccccc3)[nH]2)C(=O)O1 (stereo not given),1,-4,/
COc1cccc(-c2cncc(CN(C)Cc3ccco3)c2)c1,3,-5,/
CCOC(=O)N1CCN(C(c2ccc(Cl)cc2)c2c(O)cc(C)n(CC)c2=O)CC1 (stereo not given),12,0,/
N#Cc1c(-c2ccco2)[nH]c(=S)[nH]c1=O,-6,9,/

# Next entries:
SMILES,NPYLR7 ag,hcGAS inh,mcGAS lum
O=C1CCCN1C1CCN(Cc2cnc(N3CCOCC3)nc2)CC1,4,-6,/
COc1ccc(-c2cc(C(=O)NCCCN3CCCCC3C)c(C)n2-c2ccccc2Cl)cc1 (stereo not given),-2,-1,-3
CCOC(=O)c1ccc(NC(=O)N2CCCN(c3nc(Cc4ccc(C)cc4)ns3)CC2)cc1,10,-4,-5
COCCN(Cc1nc2scc(-c3ccc(Cl)cc3)c2c(=O)[nH]1)CC(O)Cc1ccccc1 (stereo not given),1,4,0
C=Cc1ccc(C(=O)N2CC[C@H]3CC[C@@H](C2)N3)cc1,-1,-4,/
Cc1ccccc1CSc1nc(Oc2ccccc2F)cc(C(F)(F)F)n1,0,-3,-4
Cc1cc(C(=O)NNC(=O)c2cc(C(C)C)nc3ccccc23)c(C)o1,3,0,-8
Cn1c(SCC(=O)NC2CCS(=O)(=O)C2)nnc1-c1ccco1 (stereo not given),7,-3,/
CN(Cc1ccc(C(F)(F)F)cc1)C(=O)CC(NC(N)=O)c1ccccc1 (stereo not given),2,6,/
Cc1ccc(C(=O)COC(=O)c2cc(=O)[nH]c3ccccc23)cc1,-2,3,-2
CNC(=O)COc1ccc2[nH]c3ccccc3c(=O)c2c1,15,-3,-4
COc1ccc(N2CCn3c2nc2c3c(=O)n(CCN3CCOCC3)c(=O)n2C)cc1Cl,0,-3,/
CC(=O)CSc1nc2scc(-c3ccc(F)cc3)c2c(=O)n1-c1ccccc1,-5,-6,-9
CC(C)c1ccccc1N1C(=O)CSC1c1ccccc1NC(=O)c1cccc(Br)c1 (stereo not given),8,-7,-7
CN1CC2(CCCN(C(=O)CCc3cc(Cl)no3)C2)OC1=O (stereo not given),2,-1,/
Nc1nc2nonc2nc1Nc1ccccc1F,10,-5,-3
Cc1cccc(N2CCC(N=CN(C)C)=N2)c1,-7,2,-1
COc1ccc(-n2c(-c3ccccc3)cc(C(=O)NC(C)c3ccccc3)c2C)c(OC)c1 (stereo not given),-6,-2,-3
CN1C(=O)NC(c2cccc(Cl)c2Cl)C2=C1CN(CCC(=O)N1CCN(c3ccccn3)CC1)C2=O (stereo not given),0,-9,-6
C=CCc1c(C)nc2c(-c3ccccc3)cnn2c1NCc1cccnc1,6,-13,-7
O=C1NC(=Nc2ccccc2)S/C1=C/c1ccco1,-6,0,-4
NCC(O)(c1ccccc1)c1ccccc1,-1,-4,/
COc1ccc(CCNC(=O)C(C2CCCC2)N2CCN(C(=O)CCc3ccccc3)CC2)cc1 (stereo not given),8,-3,-2
CN(CC(=O)NC1CCSc2ccc(Cl)cc21)S(=O)(=O)c1ccc(Cl)cc1 (stereo not given),-2,-8,/
COc1ccc(C2CCCN2C(=O)c2ccc(=O)[nH]c2)c(OC)c1 (stereo not given),-14,-8,/
CCCCC1(C)NC(=O)c2c(C)sc(C(=O)OCC)c2N1 (stereo not given),8,1,/
Cc1cc(Oc2ccc(F)cc2F)nc(SCc2cccc([N+](=O)[O-])c2)n1,-10,0,1
CC(Cc1cnccn1)NC(=O)CCc1nnc(CCCCc2ccccc2)o1 (stereo not given),-4,7,/
NC(=O)COc1ccc(C(=O)N2CCc3cc(Br)ccc32)cc1,3,-4,-11
CCCCC1CCC(C(=O)N2CCN(c3nccn3C)CC2)CC1 (stereo not given),4,3,-1

# Reformatted: 2 of the compounds above.
smiles | NPYLR7 ag | hcGAS inh | mcGAS lum
CC(=O)CSc1nc2scc(-c3ccc(F)cc3)c2c(=O)n1-c1ccccc1 | -5 | -6 | -9
CC(C)c1ccccc1N1C(=O)CSC1c1ccccc1NC(=O)c1cccc(Br)c1 (stereo not given) | 8 | -7 | -7

# More results:
SMILES,NPYLR7 ag,hcGAS inh,mcGAS lum
COc1cccc(NC(=O)N2CCN(c3nc(-c4ccc(Cl)cc4)nc(C)c3Cc3ccccc3)CC2)c1,-1,-5,-5
Cc1cccc(C(=O)NCCN2C(=O)C(=Cc3ccc4c(c3)OCO4)SC2=S)c1[N+](=O)[O-],0,-1,/
CN(CCc1cnn(C)c1)CC1=CC[C@H]2C[C@@H]1C2(C)C,/,-6,-4
CCOc1ccc(NC(=O)N(CC(=O)Nc2cc(C(C)(C)C)nn2-c2ccccc2)CC(C)C)cc1,26,-1,-6
CC(O)CSc1nc2c(c(=O)n(C)c(=O)n2C)n1Cc1ccccc1 (stereo not given),/,-8,-9
Cn1cc(C(CC(=O)NC2CCN(Cc3ccccc3)CC2)c2ccc(Cl)cc2)c2ccccc21 (stereo not given),/,-15,-11
CN(C(=O)CN1CCN(c2cc(-c3cccnc3)ncn2)CC1)c1ccccc1,-6,-4,/
CCOc1ccccc1NC(=O)CC1SC(=Nc2ccccc2)N(c2ccccc2)C1=O (stereo not given),-6,6,/
Cc1ccc(OCCCCNCCN2CCOCC2)c(I)c1,24,-13,/
Cc1ccc(C2c3ccccc3CCN2C(=O)CC2CCCC2)cc1 (stereo not given),18,-12,-3
CC1=NN(CCN2CCN(c3ccccc3F)CC2)c2nc3c(c(=O)n(C)c(=O)n3C)n2C1,-7,-6,/
COC(=O)c1ccccc1Nc1nc(-c2ccccc2)cc(-c2ccccc2)n1,-6,6,0
CC1=NN(CC(=O)NCCn2ncc3ccccc3c2=O)CC1,11,-4,/
O=C(NC1CCC2CCCCC2C1)c1cnc2ccc(Br)cn2c1=O (stereo not given),1,-8,-16
CN(C)CC1(O)CCCN(C(=O)c2ccc(-n3ccnc3)cc2)CC1 (stereo not given),1,-4,/
Cn1ccc(C2CCCCN2)n1 (stereo not given),-5,2,-3
Cc1cc2ccccc2n1CCNC(=O)c1cccc2ccccc12,3,0,/
CC1=C(C(=O)OCCSc2ccccc2)C(c2ccccc2Cl)NC(=O)N1 (stereo not given),0,-9,-4
Cc1ccc(CS(=O)(=O)Cc2csc(CCC(C)C)n2)cc1,-4,-9,/
O=C(c1cc(-c2ccccc2)n[nH]1)N1CCC(Oc2ncccn2)CC1,17,-8,/
O=S(Cc1cc(Cl)c2c(c1)OCO2)Cc1ccccc1F (stereo not given),11,-5,-9
CN(C)S(=O)(=O)c1ccc(C(=O)OCc2cc(-c3cc4ccccc4o3)on2)cc1,-2,-8,/
COc1ccc(NC(C)c2nc(-c3cccs3)no2)c(OC)c1 (stereo not given),0,-12,-15
CCc1ccccc1NC(=O)N1CCCN(c2nc(Cc3ccc(Cl)cc3)ns2)CC1,-2,-8,-5
CCOC(=O)c1c(NC(=O)C(C)(C)C)sc(C(=O)Nc2ccccc2F)c1C,-7,-7,-6
CCCCNc1nnc(SCC(=O)c2cc(C)n(-c3cc(C)on3)c2C)s1,-6,3,/
COCCN1CC(C(=O)NCCCn2ncc3ccccc32)CCC1=O (stereo not given),19,-7,/
Cc1onc(-c2ccccc2)c1C(=O)NC(C)c1ccccc1 (stereo not given),-2&3,2&-2,/
Cc1ccc(Cl)cc1-n1c(SCc2nc(C(=O)O)cs2)nnc1-c1ccccc1Cl,-1,-8,-7
CC(=O)Nc1ccc(NC(=O)c2cccn(OCc3cccc([N+](=O)[O-])c3)c2=O)cc1,8,0,-6
O=C(CSC1=NCCS1)NC12CC3CC(CC(C3)C1)C2,-5,-7,/
O=C1C(=Cc2cccc(O)c2)NC(=S)N1c1ccccc1,-7,-1,-1
Cc1cccc(N2CCN(S(=O)(=O)c3cccc(C(C)O)c3)CC2)c1 (stereo not given),13,-13,-8
CC1CC(C)CN(CCCNC(=O)c2c(O)nc3ccccn3c2=O)C1 (stereo not given),0,-9,-7
CCOC(=O)c1nc2cc(C)c(C)cc2nc1N1CCN(C(=O)c2ccccc2C(F)(F)F)CC1,4,-7,-8
COC(=O)C(C)n1c(=O)c2c(nc3n(-c4ccc(OC)cc4)c(C)cn23)n(C)c1=O (stereo not given),/,-9,-9

# Complete entries, quoted from the list. Values in the order: NPYLR7 ag, hcGAS inh, mcGAS lum
# Shown for `O=C1C(=Cc2cccc(O)c2)NC(=S)N1c1ccccc1` : -7, -1, -1
# Shown for `CCOC(=O)c1nc2cc(C)c(C)cc2nc1N1CCN(C(=O)c2ccccc2C(F)(F)F)CC1` : 4, -7, -8
# Shown for `CC1CC(C)CN(CCCNC(=O)c2c(O)nc3ccccn3c2=O)C1` (stereo not given) : 0, -9, -7
# Shown for `Cc1cccc(N2CCN(S(=O)(=O)c3cccc(C(C)O)c3)CC2)c1` (stereo not given) : 13, -13, -8
